Assay outcomes as filed in PubChem BioAssay.
HIV RNase H inh – inhibitors of HIV-1 reverse transcriptase RNase H; P04585; RT-RNase H RNA/DNA duplex cleavage, fluorescence; inhibition, % at 10 µM; 65,000 tested, 1.9% active; AID 565; in the data active means inhibition above about 50%
RmlC RmlD mix – mixture blocks RmlC and RmlD coupled enzyme activity; RmlC/RmlD coupled enzyme inhibition, 384-well mixture HTS; inhibition, % at 5.5 µM; 110,000 tested, 0.39% active; AID 1532; in the data active means inhibition above about 30%, passing the limit was not always enough; further: strong numbers were not always called active
Starred values were filed as active, the others as inactive; . = not tested or not shown.

A first look (4 entries):
SMILES	HIV RNase H inh	RmlC RmlD mix
O=C1N/C(=N/c2ccccn2)SC1Cc1ccccc1 (stereo unspecified)	-9	5
Cc1ccc(C)c(-c2cc(C(=O)Nc3sc(C)c(C)c3C(N)=O)c3ccccc3n2)c1	.	-6
CCOC(=O)c1c(C)sc2c1N(C(=O)CN1CCOCC1)c1cc(Cl)ccc1S2	.	6
Cc1ccc(S(=O)(=O)c2nc(Nc3nccs3)sc2Cl)cc1	-80	-21

The listing, from the first entry:
SMILES	HIV RNase H inh	RmlC RmlD mix
O=C1N/C(=N/c2ccccn2)SC1Cc1ccccc1 (stereo unspecified)	-9	5
Cc1ccc(C)c(-c2cc(C(=O)Nc3sc(C)c(C)c3C(N)=O)c3ccccc3n2)c1	.	-6
CCOC(=O)c1c(C)sc2c1N(C(=O)CN1CCOCC1)c1cc(Cl)ccc1S2	.	6
Cc1ccc(S(=O)(=O)c2nc(Nc3nccs3)sc2Cl)cc1	-80	-21
CN(C)CCN1C(=O)c2oc3ccccc3c(=O)c2C1c1ccc(F)cc1 (stereo unspecified)	5	-5
COC(C[C@@H](O)C[C@H](O)COCc1ccccc1)OC	.	0
O=C(COC(=O)c1ccc2c(c1)OCCO2)NCc1ccccc1	-17	6
CCOC(=O)CN1C(=O)N[C@@H](CCc2ccccc2)C(C(=O)OC)=C1C	.	-4
Nc1c(C(=O)NCc2ccccc2)sc2nc3c(cc12)C(=O)CCC3	.	8
Cc1cc(C)n(C(=O)c2ccc(C)c(S(=O)(=O)N3CCCC3)c2)n1	-14	8
COC(=O)CSc1nnc(CCc2nc3ccccc3[nH]2)n1C	-5	2
Cc1nc2c(-c3ccc(F)cc3)c(C)nn2c(C)c1CCC(=O)N1CCC(Cc2ccccc2)CC1	.	3
CCC1=C(OC(=O)N(CC)CC)N2C(=O)OC(=NCC3CC3)[C@]2(C)[C@H]2C1=CC[C@H]1C(=O)NC(=O)[C@H]12	.	-4
CC(=O)N1CCC(N(CCCOC(C)C)C(=O)Nc2ccc(Cl)cc2)CC1	-3	4
Cc1ccc(S(=O)(=O)N2CCN(C(=O)CN3CCCCC3)C2C(C)C)cc1 (stereo unspecified)	.	8
CC1CCCCC1N1CCN(C(=O)c2cccc(F)c2)CC1 (stereo unspecified)	-2	-25
COc1ccc(-c2cc(C(=O)NCCN3CCOCC3)c3ccccc3n2)c(OC)c1	-5	-4
CCCC(=O)N(CCN(C(=O)CCC)c1ccccc1)c1ccccc1	.	12
O=C1CCC(C(=O)OCc2c(Cl)cccc2Cl)N1 (stereo unspecified)	.	-33
O=C(NNC1=C(C(=O)C(F)(F)F)CCC1)c1ccc(Cl)cc1	.	-3
Cn1c(NC(=O)c2ccco2)c(-c2ccccc2Cl)c(=O)c2ccccc21	1	-17
COC(=O)COC(=O)CC(CC(N)=O)c1ccccc1 (stereo unspecified)	-16	-11
O=C(Nc1cccc(Cl)c1N1CCCC1)c1cc2ccccc2o1	-32	-127
CCOC(=O)/C(C#N)=C1/C=CN(Cc2ccccc2)C=N1	8	-11
CN(c1ccccc1C(=O)Nc1cccc(Cl)c1Cl)S(C)(=O)=O	.	-12
The listing continues:
SMILES	HIV RNase H inh	RmlC RmlD mix
Cc1cc(=O)[nH]c(SCC(=O)Nc2nc3c(s2)CCCC3)n1	-2	-8
COC(=O)c1ccccc1NC=C1C(=O)OC2(CCCCC2)OC1=O	9	.
Cc1ccc(-n2c(C)cc(/C=N/NC(=O)CC3(C)OCCO3)c2C)cc1	.	-8
O=S(=O)(Nc1ccc2nc(C(F)(F)F)[nH]c2c1)c1ccccc1	-9	-2
CCc1ccc2nc(N3C(=O)C(O)=C(C(=O)c4ccco4)C3c3cccs3)sc2c1 (stereo unspecified)	.	-7
CC1C(c2ccccc2)C(C#N)(C#N)C2(C#N)C(=O)NC1(N)C2C (stereo unspecified)	.	7
CCOC(=O)c1c(NC(=O)CSc2nnnn2CC)sc(C)c1C	-2	2
Cc1ccc2c(c1)N(CCC(=O)NCc1ccc3c(c1)OCO3)C(=O)CO2	-8	6
Clc1ccc(-c2nc3cnccn3c2NC2CCCC2)cc1	.	-43
CCCC1COC(Cn2cncn2)(c2ccc(Cl)cc2Cl)O1 (stereo unspecified)	.	16
COc1ccc2[nH]c(=O)c(CN(C)C(=O)COc3ccccc3)cc2c1	-10	2
Cc1noc(C)c1C(=O)NCCC1=CCCCC1	-4	-10
C[C@@H](Nc1nc(-c2ccccc2)nc2c1oc1ccccc12)C(=O)O	0	7
CCOC(=O)c1[nH]c(C)c(C(=O)Nc2ccc(C)c(Cl)c2)c1C	-5	5
CCCc1cc(-c2[nH]ncc2-c2ccc(C(=O)OCC)o2)c(O)cc1O	-25	-8
CC1CN(c2c3c(nc4ncnn24)CCCC3)CC(C)O1 (stereo unspecified)	-4	-9
CCOCCCNc1ncc2c(n1)CC(c1ccc(C)cc1)CC2=O (stereo unspecified)	-2	0
CCOc1ccc2[nH]c(C)c(CN3CCN(CC)CC3)c(=O)c2c1	-11	2
Nc1nc2n(n1)C(c1ccco1)CC(c1ccccc1)N2 (stereo unspecified)	-9	12
CC(=O)c1ccc(O)c(CO)c1	-2	-6
CCOC(=O)CC1=C(C(=O)OCC)C(c2cccnc2)C(C#N)=C(N)O1 (stereo unspecified)	.	0
COC(=O)c1ccc(C(=O)OC)c(NC(=O)c2cnc3n(c2=O)CCS3)c1	-8	-9
Cc1cc(C)cc(OCC(=O)NNC(=O)c2ccoc2C)c1	.	6
CC(=O)N1CCN=C1SCc1ccc(Br)cc1	-9	4
Cc1ccccc1CNCc1cccnc1	.	2

Copied from above, 5 compounds:
SMILES	HIV RNase H inh	RmlC RmlD mix
CCOC(=O)CC1=C(C(=O)OCC)C(c2cccnc2)C(C#N)=C(N)O1 (stereo unspecified)	.	0
COC(=O)c1ccc(C(=O)OC)c(NC(=O)c2cnc3n(c2=O)CCS3)c1	-8	-9
Cc1cc(C)cc(OCC(=O)NNC(=O)c2ccoc2C)c1	.	6
CC(=O)N1CCN=C1SCc1ccc(Br)cc1	-9	4
Cc1ccccc1CNCc1cccnc1	.	2

Entries of single compounds, looked up by structure. Order of values: HIV RNase H inh, RmlC RmlD mix
CCCC1COC(Cn2cncn2)(c2ccc(Cl)cc2Cl)O1 (stereo unspecified) is listed with ., 16
Cc1ccc(-n2c(C)cc(/C=N/NC(=O)CC3(C)OCCO3)c2C)cc1 is listed with ., -8
C[C@@H](Nc1nc(-c2ccccc2)nc2c1oc1ccccc12)C(=O)O is listed with 0, 7
Cc1cc(C)cc(OCC(=O)NNC(=O)c2ccoc2C)c1 is listed with ., 6

(further entries)
SMILES	HIV RNase H inh	RmlC RmlD mix
CCOc1ccccc1Nc1nc(-c2sc(NC(=O)c3ccccc3)nc2C)cs1	.	-13
OCC1(C2=NOC(O)(C(F)(F)F)C2)CCCCC1 (stereo unspecified)	3	58
CC(=O)N1CCN(c2nnnn2-c2ccccc2)CC1	.	-13
COc1cc(-c2noc(C3CCCN(S(=O)(=O)c4cccc(Cl)c4)C3)n2)cc(OC)c1OC (stereo unspecified)	5	-7
Cc1ccc(S(=O)(=O)Nn2c(C)ccc2C)cc1	20	7
CCN1CCN(C(=O)c2ccc(COc3ccc(Cl)cc3)o2)CC1	.	-9
CCCCC(=O)NCc1ccc2c(c1)cc(C)n2C	-4	-16
O=[N+]([O-])c1cc([N+](=O)[O-])c(N2CCOCC2)cc1NCc1ccccc1	.	9
Cc1cc(Nc2ccccc2Br)n2nc(C)nc2n1	-11	.
Cc1csc(SCc2c(C(=O)O)oc3ccccc23)n1	3	0
O=C(NCCc1cccs1)C12CN(Cc3ccccc3)CC1C(c1cccc([N+](=O)[O-])c1)=NO2 (stereo unspecified)	.	-11
N#Cc1c(NC(=O)CSc2ncn[nH]2)sc2c1CCCC2	.	-7
Cn1cccc1Cc1nnc(SCC(=O)Nc2cccc(F)c2)n1-c1ccc(F)cc1	-44	-5
O=C(O)Cc1cc2c(s1)CCCCC2	-5	5
CCCC1CC(=O)OC1(C)C(=O)CSc1n[nH]c(-c2ccccc2)n1 (stereo unspecified)	8	6
CCOc1ccc(NC(=O)C2CCC(C)(C(=O)O)C2(C)C)cc1 (stereo unspecified)	28	9
CCC(=O)Nc1cccc(C2=NOC3(C2)C[C@@H](C(N)=O)N(C(=O)C2(C)CC2)C3)c1 (stereo partly specified)	.	14
CC(O)[C@H]1CNC(=O)C(=O)N1CCC12CC3CC(CC(C3)C1)C2 (stereo partly specified)	.	-1
COc1ccc(NC(=O)C2CCN(C(=O)c3cccs3)CC2)c(OC)c1	.	15
COC(=O)c1cccc(COC(=O)c2ccccc2NC(=O)c2ccco2)c1	-4	-8
CCOc1ccccc1NC(=O)c1cc(CC(C)C)oc1C	-13	-19
Cc1ccc(C)n1-c1sc2c(c1C#N)CCCC2	.	27
O=C(C/C=N/OCc1ccccc1F)c1cnc(-c2ccc(Cl)cc2)s1	.	12
O=c1[nH]c2ccc(Cl)cc2c(-c2ccccc2)c1N1CCN(CCO)CC1	.	16
O=C(Cn1cnc2c(nnn2-c2ccccc2)c1=O)N1CCCc2ccccc21	-5	-15

Single entries from the results shown.
CCOC(=O)c1[nH]c(C)c(C(=O)Nc2ccc(C)c(Cl)c2)c1C – HIV RNase H inh: -5
CCCC1CC(=O)OC1(C)C(=O)CSc1n[nH]c(-c2ccccc2)n1 (stereo unspecified) – HIV RNase H inh: 8

(continued)
SMILES	HIV RNase H inh	RmlC RmlD mix
Clc1ccc2nc3ccccn3c2c1	-26	39*
COCCCNC(=O)C1CCN(c2ncccn2)CC1	-5	7
COc1ccc(-c2nc(C#N)c(NCc3ccc(C)cc3)o2)cc1OC	-8	4
CN1CCN(C(=O)c2ccc(-n3cccc3)cc2)CC1	.	3
COC(=O)Nc1c(C)n(C)n(-c2ccccc2)c1=O	-4	4
Cc1ccc(C(=O)COC(=O)CSc2cccc3cccnc23)c(C)c1	.	-18
Cc1cccc(SCc2noc(C(=O)NC(C)C)c2C(=O)O)c1	.	16
O=c1ccc2cc(S(=O)(=O)N3CCN(c4ccccc4)CC3)ccc2o1	1	9
Cc1cccc(-c2nnc3sc(-c4ccccc4C)nn23)c1	-69	-17
COC(=O)c1ccc(Nc2nc(C)cc(C)n2)cc1	.	-15
C/C(=N\OC(=O)c1ccc(F)cc1)c1sc(-c2ccccc2)nc1C	.	-8
CCC(C)NS(=O)(=O)c1ccc(OCC(=O)N2CCN(CC)CC2)cc1 (stereo unspecified)	.	6
Cc1nnc(NC(=O)c2sc3ccccc3c2Cl)s1	-1	2
O=C(O)c1cccc(CSc2nnc(-c3ccco3)o2)c1	.	10
C=CCn1c(SCc2c(Cl)cccc2Cl)nnc1-c1cccnc1	.	-14
CC(C)Cn1c(C(C)NC(=O)Cc2ccccc2)nc2ccccc21 (stereo unspecified)	.	-9
NC1=NS(=O)(=O)NC1c1ccc(Cl)cc1 (stereo unspecified)	.	0
Cc1ccc(-n2nc(C)cc2NC(=O)c2ccc(C)s2)cc1	.	-8
COc1cc([C@@H]2c3cc4c(cc3[C@@H](O[C@@H]3O[C@@H]5CO[C@@H](C)O[C@H]5[C@H](O)[C@H]3O)[C@H]3COC(=O)[C@H]23)OCO4)cc(OC)c1O	.	-13
Cn1ncc([N+](=O)[O-])c1C(=O)Nc1nc2ccccc2n1CCN1CCCCC1	.	-5
CCC1CCCCN1C(=O)COC(=O)c1cc2ccccc2cc1O (stereo unspecified)	-2	7
CC1(C)CC(=O)C=C(Nc2ccc(OCC(F)(F)C(F)F)cc2)C1	-6	-13
O=C(Cn1cc(C(=O)c2ccccc2)c2ccccc21)NCc1ccco1	5	-7
CCOc1cc2[nH]c(=S)n(CCN3CCCCC3C)c(=O)c2cc1OCC (stereo unspecified)	.	-39
COC(=O)c1ccc2ccn(CC(=O)NC(C)C)c2c1	-1	20
The results go on.
SMILES	HIV RNase H inh	RmlC RmlD mix
COCCNC(=O)Nc1ccc2nc(C)sc2c1	.	0
N/C(=N\c1nc2ccccc2o1)NC(=O)c1ccccc1F	.	9
Cc1onc(-c2ccccc2Cl)c1C(N)=O	1	7
CN(C)c1nc(N(C)C)nc(N(C)C)n1	-4	-14
Cc1cc(C)n(S(=O)(=O)Cc2ccccc2)n1	2	-12
CCN(CC)S(=O)(=O)c1ccc(N2CCN(S(=O)(=O)c3ccccc3C#N)CC2)nc1	.	-4
CCC(=O)N1CCc2cc(S(=O)(=O)NC(Cc3ccccc3)C(=O)NC3CCCCC3C)ccc21 (stereo unspecified)	.	1
Cn1c(C(=O)NCc2ccccc2)cc2oc3ccccc3c21	.	-10
Cc1ccccc1-c1nc(CN2CCC(C(=O)NCCCN3CC(C)CC(C)C3)CC2)c(C)o1 (stereo unspecified)	7	100
COC(=O)C1=C(C)N=C2SCCC(=O)N2C1c1cc(Br)ccc1OC (stereo unspecified)	-4	6
COc1ccc(CCNC(=O)COc2ccc(S(=O)(=O)NC3CCCCC3)cc2Cl)cc1	.	-7
Cc1ccc(-c2noc(CCC(=O)Nc3ccccc3C)n2)cc1	14	0
Cc1ccc(C)c(NC(=O)CC(NCCCN2CCOCC2)C(=O)O)c1 (stereo unspecified)	-6	.
COCCCn1c(SCC(=O)NC2CCCC2)nnc1-c1ccco1	-6	7
NC(=O)C(c1ccccc1)c1ncc(C(F)(F)F)cc1Cl (stereo unspecified)	.	2
COC(=O)c1ccccc1Nc1ccccc1	-44	1
O=C(c1cccc(-n2cnnn2)c1)N1CC=C(c2ccccc2)CC1	-8	12
CN(C)CCOCCSc1ccc(Cl)cc1	.	-4
Cn1c(=O)[nH]c2cc3ccccc3cc21	-30	-6
CC1(C)NC(=O)N(CC(O)CN2C(=O)CCC2=O)C1=O (stereo unspecified)	-8	-11

An excerpt, so the mix of outcomes need not match the whole.
